Source: PubChem BioAssay
EPAC1 antag – EPAC1 (human) antagonism | EPAC1 GEF assay, Rap1b-BODIPY-GDP exchange fluorescence | Potency, µM (top dose mostly 115 µM), inactives show at the highest dose activity change, negative = inhibition, hits mostly inhibitors | hit rate 0.14% among 360,000 | AID 720709;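 note: potency is the fitted concentration of half-maximal effect; plate controls were vehicle for no effect and positive control for full effect; nearly all actives have a fitted effect of over 50% in size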
Target sequence (O95398 whole entry, looked up): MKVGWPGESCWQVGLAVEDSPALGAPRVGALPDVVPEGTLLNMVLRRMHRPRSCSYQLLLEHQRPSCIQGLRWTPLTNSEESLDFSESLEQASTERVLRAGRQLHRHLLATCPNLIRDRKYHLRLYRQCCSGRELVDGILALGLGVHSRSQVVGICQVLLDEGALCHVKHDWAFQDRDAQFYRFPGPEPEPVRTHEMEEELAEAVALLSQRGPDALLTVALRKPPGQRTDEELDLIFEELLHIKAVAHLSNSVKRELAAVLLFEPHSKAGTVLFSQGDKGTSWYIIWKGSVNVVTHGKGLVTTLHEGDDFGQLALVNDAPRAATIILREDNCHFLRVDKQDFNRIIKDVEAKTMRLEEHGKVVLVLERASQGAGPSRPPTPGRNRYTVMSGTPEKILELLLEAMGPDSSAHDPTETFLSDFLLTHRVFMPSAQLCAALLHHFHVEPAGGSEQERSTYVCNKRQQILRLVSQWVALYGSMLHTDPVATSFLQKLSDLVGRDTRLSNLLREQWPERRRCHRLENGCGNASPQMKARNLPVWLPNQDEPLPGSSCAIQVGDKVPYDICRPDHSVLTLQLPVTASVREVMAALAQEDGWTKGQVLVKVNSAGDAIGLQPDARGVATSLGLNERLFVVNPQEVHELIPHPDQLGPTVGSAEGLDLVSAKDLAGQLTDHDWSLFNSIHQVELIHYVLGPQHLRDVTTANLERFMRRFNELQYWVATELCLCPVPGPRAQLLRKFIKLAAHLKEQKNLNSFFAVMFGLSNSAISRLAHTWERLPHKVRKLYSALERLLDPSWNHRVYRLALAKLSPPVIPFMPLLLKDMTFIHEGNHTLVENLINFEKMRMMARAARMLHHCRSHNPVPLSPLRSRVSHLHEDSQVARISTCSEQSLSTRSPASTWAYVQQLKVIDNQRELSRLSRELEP
FUS suppressor – FUS proteinopathy suppression in yeast; S. cerevisiae FUS-expressing, growth rescue, OD600, 24 h; hit rate 0.24% among 390,000; Potency, µM (series often up to 76.6 µM), for inactives: at the highest dose growth rescue (activation), most hits filed as activators;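 note: potency is the fitted concentration of half-maximal effect; plate controls were DMSO vehicle for no effect and reference control for full effect; nearly all actives have a fitted effect of over 55% in size; some results filed as inactive show a strong effect at the top dose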
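Absorbance at 600 nm, taken 24hr after compound addition, measured rescue of FUS-yeast growth at 30C. Induction used 2% galactose with seeding at OD 0.005. Controls: CP55940 from 92uM final, DMSO only.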
IL2 activator – activators of IL-2. IL-2 activation reporter assay, cell-based qHTS; stimulated with anti-CD3/CD4/CD28 beads; in transgenic mouse T cells. activation, % (series mostly up to about 46 µM). hit rate 0.065% among 360,000; in the data active = activation above about 50%; inconclusive = mostly about 30% to 49%; note: 0% is about no effect
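Screening format: compound pinned onto unstimulated transgenic mouse T cells, 60 min incubation, then anti-CD3/anti-CD4/anti-CD28 bead stimulation for 18 hours at 37 degrees C, followed by EGFP and DsRed detection.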
PLK1 PBD inh – blocks phosphopeptide binding to human PLK1 polo-box domain. hit rate 2.8% among 360,000. Potency, µM, without a hit: max response, negative = inhibition, usual class: inhibitors. AID 720504. Plk1 PBD binding of FITC phosphopeptide, fluorescence polarization; note: potency is the fitted concentration of half-maximal effect; series mostly up to about 57 µM; % is set by controls: 0 for no effect and ±100 for the full control effect; nearly all actives have a fitted effect of over 65% in size
PI5P4Ka inh – inhibitors of human PI5P4K alpha; PI5P4Kalpha enzyme, ADP-Glo luminescence, 60 min; active compounds read low; AID 652105; max response, %; hit rate 1.2% among 330,000; active = max response of -50% or lower; inconclusive = between -30% and -50%; inactive = -30% or higher; note: value at the top dose of about 77 µM; % is set by controls: 0 for no effect and ±100 for the full control effect
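Luminescence from ADP-Glo served as readout of PI5P4Kalpha activity in a qHTS format. Reaction: enzyme, substrate, compound, ATP at 5 microM final, 60 min at RT.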
EPAC1 agonist – EPAC1 (human) agonism; EPAC1 agonist qHTS, biochemical assay; response scale: 100% = response to 6.5 mM cAMP; Potency, µM (series often up to 154 µM), for inactives: at the highest dose activation, usual class: activators; hit rate 0.073% among 360,000; note: potency is the fitted concentration of half-maximal effect; nearly all actives have a fitted effect of over 60% in size
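Nucleotide exchange assay: 100 nM EPAC1 with 250 nM Rap1B loaded with BODIPY-GDP and 50 uM GDP, room temperature. Fluorescence (480/540 nm) read every 5 min for 30 min; signal change normalized to 6.5 mM cAMP as full agonist.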
Abeta rescue – compounds reversing amyloid beta toxicity in yeast. yeast expressing A-beta42, growth rescue, OD600, 48 h; response scale: 0% DMSO, 100% iron-clioquinol control. Potency, µM (doses to about 46.1 µM), inactives show top-dose growth rescue, usual class: activators. hit rate 0.063% among 410,000. AID 1347071; note: potency is the fitted concentration of half-maximal effect; nearly all actives have a fitted effect of over 55% in size
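Growth rescue measured by 600 nm absorbance after 48 h yeast culture at 30 C with compound. Values normalized between DMSO and an equimolar ferric chloride plus clioquinol control.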
aSyn yeast inh – alpha-synuclein toxicity inhibition in yeast; Yeast expressing alpha-synuclein, growth rescue, BacTiter-Glo, 24 h; Potency, µM (top dose mostly 46.1 µM), for inactives: at the highest dose growth rescue (activation), hits mostly activators; hit rate 0.14% among 370,000; AID 652106; note: potency is the fitted concentration of half-maximal effect; % of control where 0% means no effect; nearly all actives have a fitted effect of over 65% in size
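Readout is rescue of growth in alpha-synuclein-expressing yeast, so inhibitors of toxicity appear as activators. Growth after 24 hr at 30 deg C in galactose medium is quantified by luminescence.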
WRN inhibitor – inhibitors of human WRN helicase | Q14191 | WRN helicase unwinding, fluorescent forked duplex, kinetic | Potency, µM (titrated, usually from 114 µM), for the others: at the highest dose activity change, negative = inhibition, usual class: inhibitors | hit rate 0.46% among 360,000; note: potency is the fitted concentration of half-maximal effect; % is set by controls: 0 for no effect and ±100 for the full control effect; nearly all actives have a fitted effect of over 55% in size
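Enzyme (20 nM final) and test compound sit together 15 min at room temperature before substrate addition. Substrate is a single-forked duplex oligonucleotide (100 nM) labelled with fluorophore and quencher, with 2 mM ATP; helicase unwinding raises red fluorescence, read kinetically.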
* marks the source's active call; other numbers are inactive results; ? = inconclusive; / = no result given; & = joins results of further samples; [ ] = dose if it differs, or a comment. Unless noted, calls come from the whole dose curve; as a rule, active = well fitted curve in the direction sought with a large enough effect; inconclusive = small, poorly fitted or top-dose-only effect, or another doubt; inactive = no such curve, though single readings can be large; an effect the other way counts as inactive or inconclusive.

canonical_smiles	EPAC1 antag	FUS suppressor	IL2 activator	PLK1 PBD inh	PI5P4Ka inh	EPAC1 agonist	Abeta rescue	aSyn yeast inh	WRN inhibitor
Cc1ccc(C(NC(=O)NN2CCN(C)CC2)C(Cl)Cl)cc1F (configuration not stated)	19%	8%	-0.2	-4%	-7	0%	-2%	0%	20%
CC(C)C[C@@H](CO)NS(=O)(=O)c1c(F)cccc1F	-4%	-23%	1.6	-7%	7	-5%	-5%	?	-3%
CN(C)c1ccc(/C=N/NC(=O)c2ccn(C)n2)cc1	-14%	15%	-2.9	-2%	-9	-2%	-5%	-11%	-2%
CC(OC(=O)c1ccc(Cl)nc1)C(=O)NC1CCCC1 (configuration not stated)	6%	-31%	0.8	1%	-1	2%	3%	-1%	-1%
COc1ccc(-c2nnc(NC(=O)C(C)C)s2)c(OC)c1	-7%	-11%	0.1	-6%	0	-1%	-7%	-8%	-5%
CC(C)(C)CC(C)(C)c1ccc(O)c(Cc2ccc(Cl)cc2Cl)c1	-14%	-1%	-0.7	-2%	40	-21%	?	-37%[inhibitor]	-15%
CN1CCc2c(sc3nc(NN)n(Cc4ccccc4)c(=O)c23)C1	5%	42%	-0.4	-4%	-17	-14%	4%	-8%	6%
COc1ccc(CC(=O)Oc2ccc(C(C)(C)C)cc2)cc1S(=O)(=O)N1CCOCC1	-4%	?	-1.6	0%	-1	14%	29%	0%	-7%
O=C1CSC(=O)N1CC(O)COc1ccc(Cl)cc1 (configuration not stated)	4%	-9%	-2.3	0%	/	0%	10%	-6%	-10%
COc1ccc2c(c1)c(=O)c(C(=O)c1ccc(C)cc1)cn2CC(=O)Nc1ccc(F)cc1	-25%	1%	0.5	0%	-5	-2%	5%	-3%	1%
O=C(c1ccccc1)N1CCN(C(=O)c2cc3ccccc3oc2=O)CC1	-7%	0%	-0.6	3%	7	-12%	-13%	-2%	3%
Cn1c(CCCNC(=O)c2ccccc2)nc2ccccc21	-2%	14%	-1.2	-1%	1	-13%	-3%	-1%	4%
COc1cccc(NC(=O)CSC(N)=O)c1	4%	15%	-0.3	-6%	3	8%	0%	2%	?
Cn1c(=O)c(=O)n(C)c2cc(S(=O)(=O)CCC(=O)Nc3ccc(F)cc3)ccc21	-9%	-20%&-11%	1.8	4%	-4	-14%	8%&7%	6%	2%
Cc1csc(=O)n1CCC(=O)OCC(=O)Nc1ccc(F)c(F)c1F	-2%	-3%	-3.4	3%	-1	4%	5%	5%	6%
Cc1ccc(S(=O)(=O)N2CCN(C(=O)c3n[nH]c(=O)c4ccccc34)CC2)c(C)c1	22%	28%	0.6	-10%	5	4%	1%	1%[1.84 µM]	11%
NCCCNc1ccc([N+](=O)[O-])cc1C(F)(F)F	-11%	-1%	0.7	-11%	-1	15%	-12%	5%	5%
Cc1ccccc1-n1c(SC/C(O)=C(\C#N)c2nc3ccccc3[nH]2)nnc1-c1ccncc1	1%	35%	3.3	?	?	-2%	12%	-2%	-16%
Cc1nn(Cc2ccc(C(=O)N3CCOCC3)o2)c(C)c1Br	-8%	/	-2.0	-3%	-9	-4%	-18%	-5%	-7%
Fc1ccccc1N1CCN(c2nnnn2-c2ccccc2)CC1	2%	-9%	-0.1	-4%	-2	4%	8%	3%	-2%
COc1ccc(C(c2sc3nc(C)nn3c2O)N2CCCCC2)cc1 (configuration not stated)	-4%	-22%	-2.7	-11%	-7	11%	4%	0%	-5%[11.6 µM]
CN(C)CCN(C(=O)c1ccc(S(=O)(=O)N(C)CC2CCCO2)cc1)c1nc2cc3c(cc2s1)OCO3 (configuration not stated)	8%	5%	0.7	-6%	-6	-13%	7%	1%	-27%
O=C(Cn1nnc2c(cnn2-c2ccc(F)cc2)c1=O)OC1CCCCC1	-16%	6%	-1.0	2%	7	15%	2%	-10%	-5%
CCn1cc(C(=O)OCC(=O)c2cc(C)n(-c3ccc(OC(F)F)cc3)c2C)c(=O)c2ccc(C)nc21	5%	/	0.2	-3%	-7	-8%	-5%	0%	-2%
S=c1[nH]nc(-c2cccnc2)n1/N=C/C=C/c1ccccc1	-5%	-2%	-1.7	-16%	-3	4%	-8%	-3%	4%
CCCC1c2ccc(C)n2CCN1C(=O)Nc1ccccc1Cl (configuration not stated)	-7%	6%	-0.1	-3%	-3	-5%	-8%	-1%	0%
O=C1Oc2ccccc2C2(O)C3CCCCCC3C12 (configuration not stated)	-1%	-16%	-0.1	-2%	4	10%	?	1%	-6%
COC(c1ccccc1)(c1ccccc1)C(Oc1nccc(C)n1)C(=O)O (configuration not stated)	7%	1%	-1.1	-7%	0	9%	12%	-4%	-19%
COc1ccccc1C(=O)N/C(=C/c1ccco1)C(=O)Nc1ccc(C(=O)O)cc1	-13%	4%	-2.6	-15%	-12	10%	5%	5%	-8%[11.6 µM]
O=C(COC(=O)c1ccc(S(=O)(=O)N2CCCC2)cc1)NCc1ccco1	-5%	2%	-1.7	-11%	0	5%	-12%	-3%	-5%[11.6 µM]
O=C(CCNS(=O)(=O)c1ccccc1)OCC(=O)c1ccc[nH]1	3%	17%	2.1	0%	?	7%	3%	?	-13%
COc1ccccc1C(C(=O)NCc1ccc(F)cc1)N(C(=O)c1csnn1)C1CC1 (configuration not stated)	-11%	4%	0.7	2%	11	-3%	-8%	0%	3%
CCOC(=O)c1c(-c2ccccc2)nc2ccc(Cl)cn12	4%	-2%	0.8	-1%	10	-2%	-24%	5%	-6%
CC1=NN(C(N)=S)C(=O)C1N=Nc1cccc(C)c1 (configuration not stated)	15%	-8%	0.8	-5%	-2	12%	?	-16%	1%
C(=N\Nc1ncnc2sc3c(c12)CCC3)/c1ccncc1	-4%	0%	2.1	-21%	-1	2%	-18%	5%	-17%
CCOC(=O)C1CCCN(C(=O)c2cc3ccccc3cc2OC)C1 (configuration not stated)	3%	0%	-1.4	3%	0	-3%	-2%	14%	0%
CCOc1ccccc1C=NNC(=O)c1cccc2ccccc12	0%	/	-4.1	3%	14	3%	3%	-2%	-1%
COc1ccc(/C=N/NC(=O)c2cc(C3CC3)[nH]n2)cc1OC	-9%	-5%	0.3	-2%	-1	3%	-3%	-7%	-13%
CC(C)(C)c1ccc(CSc2nc(N)cc(=O)[nH]2)cc1	-30%	59%	-4.6	-7%	-9	1%	-7%	2%	1%
CN(C)/C=N/c1ncc(-c2ncc(C(F)(F)F)cc2Cl)cn1	-22%	-3%	0.5	-7%	4	-10%	-18%	-5%	-5%
CCCCc1ccc(NC(=O)CSc2nc(=O)n(CCN(CC)CC)c3c2CCCC3)cc1	?	28%	-3.1	-12%	2	3%	6%	-6%	-4%
O=C1c2ccccc2NC(c2ccc3c(c2)OCCO3)N1c1ccc2c(c1)OCCO2 (configuration not stated)	-10%	37%	0.7	-6%	2	0%	-6%	1%	-2%
O=C(CN1CCc2ccccc21)NC(c1ccccc1)c1ccccc1	-7%	/	-0.3	-2%	-9	-7%	-7%	-2%	8%
CC(C)Cn1c(=O)c2c(nc3n2CC(C)CN3Cc2ccccc2)n(C)c1=O (configuration not stated)	-22%	2%	0.2	-12%	4	-5%	-17%	-5%	-1%
O=C(NC1CCCCC1)C(c1ccc(F)cc1)N(Cc1ccccc1)C(=O)CN1C(=O)c2ccccc2S1(=O)=O (configuration not stated)	-7%	/	0.4	?	12	-9%	32%	-1%	-8%
NC(=O)CSc1nnc(-c2ccncc2)n1-c1ccc(Cl)cc1	3%	3%	1.1	?	2	-15%	4%	-3%	3%
COc1ccc(OC)c(S(=O)(=O)NCCc2csc(-c3cccnc3)n2)c1	19%	-2%	0.0	3%	4	1%	-15%	6%	-6%
CCCCn1nnnc1C(c1ccccc1)N1CCN(c2ccc(OC)cc2)CC1 (configuration not stated)	-10%	27%	-1.0	-8%	-11	-6%	-24%	1%	2%
CC(=O)Nc1ccc(C(=O)N2CCc3cc4c(cc3C2C)OCCCO4)cc1 (configuration not stated)	1%	10%	-0.6	-4%	1	-8%	-11%	1%	5%
CCc1ccc(NC(=S)Nc2ccc3[nH]c(=O)[nH]c3c2)cc1	-9%	13%	-3.7	-19%	0	8%	?	0%	3%

Arranged by count of non-hydrogen atoms (descending): some entries from above
canonical_smiles	EPAC1 antag	FUS suppressor	IL2 activator	PLK1 PBD inh	PI5P4Ka inh	EPAC1 agonist	Abeta rescue	aSyn yeast inh	WRN inhibitor
O=C1c2ccccc2NC(c2ccc3c(c2)OCCO3)N1c1ccc2c(c1)OCCO2 (configuration not stated)	-10%	37%	0.7	-6%	2	0%	-6%	1%	-2%
COc1ccc(/C=N/NC(=O)c2cc(C3CC3)[nH]n2)cc1OC	-9%	-5%	0.3	-2%	-1	3%	-3%	-7%	-13%
CCc1ccc(NC(=S)Nc2ccc3[nH]c(=O)[nH]c3c2)cc1	-9%	13%	-3.7	-19%	0	8%	?	0%	3%
CC(C)(C)c1ccc(CSc2nc(N)cc(=O)[nH]2)cc1	-30%	59%	-4.6	-7%	-9	1%	-7%	2%	1%
